# proCasp7 act = counter-screen: procaspase-7 (human) activation; P55210; recombinant procaspase-7, Ac-DEVD-pNA absorbance 405 nm; D23A/D198A/D206A triple mutant, cannot self-cleave; scale: DMSO 0, 5 µM enzyme 100; activation, % at 8.5 µM; hit rate 0.093% among 330,000;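 active = percent activation above the screen-wide mean plus 3 SD, cut at about 25% in these data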
#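 Assay system – Uncleavable procaspase-7 mutant enzyme · Quantity – 2 µM procaspase-7 mutant as dispensed · Times – 1 h preincubation, 2 h reaction · Dosing – single nominal 8.5 µM compound dose, 0.8% DMSO final · Buffer or medium – Zinc-free 50 mM HEPES buffer, pH 7.4, with NaCl and Triton X-100 · Detection – Epi-absorbance of released pNA at 405 nm, two timepoints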
# Efflux pump mplx = blocks antifungal efflux pumps in multiplex yeast assay. S. cerevisiae Candida pump triplex, Nile Red efflux. inhibition, % at 10 µM. hit rate 0.44% among 330,000. AID 485275;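 active = plate passing quality check with inhibition over a set limit, or well fluorescence over plate mean plus 4 SD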;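 note: Nile Red retained in pooled yeast measured as flow cytometry median fluorescence; 0% = buffer negative control and 100% = Enniatin B positive control; higher means more Nile Red kept so more efflux inhibition; some compounds called inactive have numbers as strong as hits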
# procasp3 activ = activates human procaspase-3; P42574; recombinant procaspase-3 D3A, Ac-DEVD-pNA absorbance 405 nm; activation, % at 8.5 µM; hit rate 0.11% among 330,000; AID 463141;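 active = activation above the mean of all tested compounds plus 3 SD, cut at about 21% in these data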;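 note: 0% = DMSO alone and 100% = DMSO wells spiked with extra 5 µM PC-3 D3A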
# Target sequence (P42574 whole entry D9A/D28A/D175A): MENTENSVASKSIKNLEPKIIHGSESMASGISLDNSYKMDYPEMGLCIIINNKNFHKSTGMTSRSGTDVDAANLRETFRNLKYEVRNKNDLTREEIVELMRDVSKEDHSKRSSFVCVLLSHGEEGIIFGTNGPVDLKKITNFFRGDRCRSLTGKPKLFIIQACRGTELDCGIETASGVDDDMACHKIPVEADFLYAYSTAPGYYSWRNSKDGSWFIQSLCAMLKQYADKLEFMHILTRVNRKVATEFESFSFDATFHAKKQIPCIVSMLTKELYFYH
#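 Compound: 8.5 µM single point, 0.8% DMSO / Material: Autoprocessing-dead procaspase-3 D3A mutant enzyme / Timing: 1 h preincubation plus 2 h reaction at 25 °C / Medium: Zinc-free HEPES/NaCl buffer with 0.01% Triton X-100 at pH 7.4 / Technique: 405 nm absorbance of p-nitroaniline, reads at 0 and 120 min / Repeats: one well per compound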
# HCV core dimer = blocks dimerization of HCV core protein | TR-FRET GST/Flag-core106 dimerization, 1536-well | inhibition, % at 5 µM | hit rate 0.33% among 300,000 | AID 1899;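 active = inhibition above the mean of all tested compounds plus 3 SD, set per screening campaign, cut at about 45% in these data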
#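 Material: GST/Flag-tagged HCV core106 proteins. Incubation: 4 h, 22.5 °C incubation. Read-out basis: inhibition (%) from 671 over 617 nm ratio. Measured by: TR-FRET, excitation 340 nm, emission 617 and 671 nm.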
# PP1 inh = blocks human PP1-alpha phosphatase, a PP5 counter-screen | P62136 | purified PP1alpha, OMFP fluorescence | inhibition, % at 6.7 µM | hit rate 0.9% among 320,000;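 active = inhibition above the mean inhibition of all tested compounds plus 3 SD, computed separately for each screening campaign, cut at about 15% in these data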
# Target sequence (P62136 whole entry, looked up): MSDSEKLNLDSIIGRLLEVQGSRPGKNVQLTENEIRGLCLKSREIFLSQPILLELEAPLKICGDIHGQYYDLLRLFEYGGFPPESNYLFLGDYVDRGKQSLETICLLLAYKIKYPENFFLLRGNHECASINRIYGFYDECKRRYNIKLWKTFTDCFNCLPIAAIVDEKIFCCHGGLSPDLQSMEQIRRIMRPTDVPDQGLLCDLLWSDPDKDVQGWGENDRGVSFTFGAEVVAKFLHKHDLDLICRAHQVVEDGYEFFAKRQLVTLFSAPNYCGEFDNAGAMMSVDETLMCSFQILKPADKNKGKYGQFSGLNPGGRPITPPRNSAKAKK
# CTSL1 counter = blocks F. hepatica cathepsin L1 in PFM18AAP counter-screen; recombinant F. hepatica cathepsin L1, Z-Leu-Arg-MCA fluorescence; inhibition, % at 5.96 µM; hit rate 0.49% among 300,000;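 active = inhibition above the mean of all tested compounds plus 3 SD, set per screening campaign, cut at about 17% in these data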;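 note: 0% = plate median of test compound wells and 100% = 1 µM Z-Phe-Ala-diazomethylketone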
# TPT1 inh = inhibitors of Candida albicans tRNA 2'-phosphotransferase TPT1; recombinant caTPT1, FP RNA substrate dephosphorylation; inhibition, % at 5 µM; AID 1962; hit rate 0.81% among 300,000;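 active = inhibition above the mean of all tested compounds plus 3 SD, set per screening campaign, cut at about 24% in these data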;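 note: plate controls were DMSO alone for no effect and ferristatin control at 100 nM for full effect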
# PP5 inh = inhibitors of human protein phosphatase 5 (PP5); P53041; purified PP5c, OMFP substrate fluorescence; inhibition, % at 6.7 µM; hit rate 0.18% among 320,000; AID 1987;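 active = inhibition above the campaign's mean inhibition across all tested compounds plus 3 SD, cut at about 9.5% in these data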;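 note: 0% = DMSO only and 100% = 100 µM cantharidin control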
# JMJD2C inh = blocks human GASC-1 demethylase activity; GST-JMJD2C(1-420) H3K9me3 demethylation, DELFIA europium; inhibition, % at 2.35 µM; hit rate 0.069% among 330,000; AID 2099;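 active = more than half of a compound's replicate wells show inhibition beyond 50%, single wells judged on their own value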;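 note: signal counts dimethyl H3K9 product captured on neutravidin plate; 0% = median of DMSO wells and 100% = 0.3 times that DMSO median; strong numbers were not always called active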
# Target sequence (Q9H3R0 1-420 limits assumed): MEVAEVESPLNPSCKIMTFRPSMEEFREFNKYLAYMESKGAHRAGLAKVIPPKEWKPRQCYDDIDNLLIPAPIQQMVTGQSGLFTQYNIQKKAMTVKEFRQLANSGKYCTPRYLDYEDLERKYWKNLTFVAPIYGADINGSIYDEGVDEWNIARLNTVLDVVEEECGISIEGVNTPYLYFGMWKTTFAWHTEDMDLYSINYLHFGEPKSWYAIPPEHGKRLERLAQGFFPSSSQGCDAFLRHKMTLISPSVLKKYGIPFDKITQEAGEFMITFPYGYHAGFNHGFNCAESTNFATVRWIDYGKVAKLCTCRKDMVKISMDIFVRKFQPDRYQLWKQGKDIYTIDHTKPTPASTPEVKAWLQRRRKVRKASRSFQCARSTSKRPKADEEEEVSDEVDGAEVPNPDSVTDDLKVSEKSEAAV
# Numbers without * were called inactive; / = not tested or not shown.
SMILES,proCasp7 act,Efflux pump mplx,procasp3 activ,HCV core dimer,PP1 inh,CTSL1 counter,TPT1 inh,PP5 inh,JMJD2C inh
O=C(COc1cccc2cccnc12)NCc1cccs1,14.4,-0.2,2.3,19.9,-2.9,2.8,-4.3,-1.9,7.2
COc1cc2c(cc1OC)CN(C(=S)Nc1ccc(OC(F)F)cc1)CC2,-0.4,-0.1,-2.6,5.6,4.7,5.1,-1.7,4.5,/
Cc1ccc(SC(C)c2nc(-c3cccnc3)no2)cc1 (stereo unspecified),1.2,0.6,-4.3,1.2,-1.6,0.3,2.5,3.1,-4.3
Oc1ccc(-c2sc(Nc3ccccc3)n[n+]2-c2ccc(F)cc2)cc1,-9.3,-0.2,-2.3,-4.4,-1.0,-1.7,-2.5,0.7,-6.0
COc1ccc(N2C(=O)C(CN3CCCCC3)C2c2ccccc2)cc1 (stereo unspecified),-0.9,0.2,4.7,3.2,0.7,0.1,2.4,1.0,-1.5
COc1c(Br)cc(Br)cc1/C=N/NC(=O)c1ccncc1,8.4,0.0,-8.9,-0.8,4.8,0.6,0.0,0.3,4.5
Cc1nn(C)c(C)c1CN(C)C(=O)CCCC(=O)O,-2.1,0.0,8.5,-5.0,-1.0,-3.4,-6.0,-1.4,-7.3
O=C(C1CCN(S(=O)(=O)c2ccccc2F)CC1)N1CCc2ccccc21,-7.3,-0.1,1.7,/,-2.1,/,/,0.6,-0.4
Cc1c(CN2CCC(n3nccc3NC(=O)C3CC3)CC2)[nH]c2ccccc12,11.8,-0.4,-5.0,-2.1,-0.4,0.4,2.1,2.1,8.2
COC(=O)c1cc(Cl)c(NC(=O)/C=C/c2ccc(Cl)cc2Cl)cc1OC,-3.8,0.0,1.2,-5.1,1.2,-1.3,-3.8,-0.2,-29.9
Cc1cc(Cl)ccc1NC(=O)CCCN1C(=O)CCC1=O,2.9,0.2,3.4,1.9,-2.9,0.7,2.0,0.3,8.1
CN(Cc1c(C(=O)N/N=C/c2cccs2)nnn1-c1nonc1N)c1ccccc1,-2.6,0.2,7.9,14.5,6.7,3.6,1.9,3.6,-0.2
Cc1ccc(C)n1-c1nn(S(=O)(=O)c2ccccc2)c2cccc(F)c12,-7.2,0.1,4.3,0.6,-0.2,6.5,0.3,0.7,-13.3
CCCOc1ccc(-c2nn(-c3ccccc3)cc2/C=C2\SC(N)=NC2=O)cc1,0.3,0.1,-1.2,-2.4,3.8,-1.1,-1.4,1.9,0.4
CC1CCN(C(=O)CNC(=O)c2ccc(Br)o2)CC1,1.6,0.2,-6.9,/,/,/,/,/,3.4
CS(=O)(=O)NNC(=O)c1sccc1OCc1ncc(C(F)(F)F)cc1Cl,0.9,0.2,-2.2,0.2,0.9,4.2,0.6,0.2,-3.7
Cc1ccc(NC(=O)CSCc2cc(=O)n3ccsc3n2)c(C)c1,-1.6,0.6,6.5,-8.5,1.2,-1.1,-3.1,4.3,1.6
O=C(NCC(c1cccs1)N1CCOCC1)c1ccc(Br)o1 (stereo unspecified),0.6,-0.2,-7.4,-2.4,-3.7,-2.5,-6.5,-0.7,-6.9
O=C(C1CC1)N1CCc2cc(Br)cc(S(=O)(=O)NCc3ccccn3)c21,-3.3,-0.1,6.6,3.8,-5.3,-1.6,-2.3,2.3,-3.5
COc1cccc(-c2cc3nc(-c4ccccc4)cc(N4CCCC(O)C4)n3n2)c1 (stereo unspecified),49.9*,0.2,36.3*,-3.0,0.5,9.0,-3.0,4.3,-15.2
Cc1ccc(-c2[nH]ncc2/C=N/n2c(COc3ccccc3C)nc3ccccc3c2=O)cc1,-3.5,-0.3,7.1,10.8,4.5,4.2,-1.2,1.7,1.6
Cc1ccccc1/C=N/NC(=O)CSc1nc2ccccc2o1,13.2,-0.2,-1.7,-3.9,-3.3,-0.9,3.0,-0.1,-6.8
COc1ccc(COc2ccc3ccc(=O)oc3c2)cc1,12.4,-0.1,-80.8,6.2,0.7,-0.3,-4.5,-0.8,1.5
O=C(O)c1cc(S(=O)(=O)NCC2CCCO2)ccc1Cl (stereo unspecified),6.2,-0.1,3.1,-6.8,-5.6,-6.4,-3.0,0.3,-12.1
CC(C)(O)C#Cc1ccc(CN2CCCC(CO)(Cc3cccc(Cl)c3)C2)cc1 (stereo unspecified),-8.0,0.0,1.3,-4.2,1.6,-2.0,9.2,3.9,0.0
CN(C)c1ccc(C(=O)c2ccc(O)cc2O)cc1,-69.6,0.0,-25.3,-4.7,2.4,14.0,-0.7,-0.6,2.2
CSc1cccc(NC(=S)N2CCC(N(C)C3CCCCCC3)CC2)c1,-15.3,0.0,-8.5,-2.5,-3.2,-4.5,1.4,-0.9,-3.0
CCCNC(=O)CN(C)S(=O)(=O)c1c(C)cc(C)cc1C,6.0,0.0,6.5,3.0,-3.2,-2.1,-0.1,1.0,-0.6
Cn1c(=O)cc(OCC(=O)NCCCN2CCN(c3ccccc3F)CC2)c2ccccc21,5.3,0.3,8.5,-2.4,5.1,-0.6,0.0,2.0,4.5
C1=C(N2CCOCC2)/C(=C/c2nc3ccccc3[nH]2)CC1,-8.0,0.0,-12.3,20.1,-0.1,1.7,-12.8,0.1,-2.7
CCOC(=O)N1CCN(S(=O)(=O)N2CCCC(C(=O)NCCCN3CCCCC3CC)C2)CC1 (stereo unspecified),5.4,0.0,-4.1,0.6,-7.2,-4.0,-1.7,0.1,-26.5
COc1ccccc1N1CCN(C2CCCN(C(=O)CCC(=O)N(C)C)C2)CC1 (stereo unspecified),-7.4,-0.2,-7.6,-4.2,1.3,2.7,-1.6,0.0,-8.5
CCOC(=O)c1sc(NC(=O)CCN2C(=O)c3ccccc3C2=O)c(C(=O)OCC)c1C,2.7,-0.6,-7.1,2.9,8.1,-2.4,0.8,0.5,-9.2
COc1cc(NC(=O)c2cccnc2)ccc1NC(=O)c1ccccc1Cl,7.0,0.0,1.2,3.0,-1.6,-6.9,2.9,1.7,-3.4
Cc1nn(Cc2ccccc2Cl)c(C)c1C(=O)NC1=NCCS1,-1.1,0.2,2.1,-4.5,-5.0,-2.5,5.4,4.5,-4.6
Cc1ccc(Cn2c(=O)c3ccccc3n3c(CCC(=O)O)nnc23)cc1,-1.2,-0.1,4.6,-5.3,-2.8,2.4,0.1,-2.5,2.5
Cc1ccc(C)c(S(=O)(=O)/N=C(/Nc2ccccc2)c2ccccc2)c1,3.5,-0.1,2.7,/,/,/,/,/,-7.0
O=C(c1ccc(F)cc1)[C@@H]1[C@@H](C(=O)c2ccccc2)[C@@]2(C(=O)Nc3ccccc32)[C@H]2c3ccccc3C=CN12,0.7,-0.2,3.5,9.7,4.6,8.0,2.9,0.2,7.4
O=[N+]([O-])c1cccc(/C=N\N2CCN(Cc3ccccc3Cl)CC2)c1,-15.3,0.1,-6.8,3.0,0.3,7.7,4.5,4.2,-14.5
CCCCOc1ccc(C(=O)NCc2ccncc2)cc1,0.4,0.0,-0.6,-6.0,4.1,0.8,1.9,1.8,1.0
CN(CCc1ccccn1)C(=O)CC1C(=O)NCCN1Cc1ccccc1C(F)(F)F (stereo unspecified),-1.5,-0.1,-9.2,-2.3,3.0,2.3,-5.4,2.2,-7.6
CCN(CC)c1nc2n(c(=O)n1)CCN2CC,2.2,0.1,3.9,2.1,-3.4,-3.3,1.1,8.8,-20.6
C[C@H]1CN=C(Nc2ccccc2)N1CCc1ccccc1,0.6,0.1,8.3,2.0,-5.8,-4.7,0.9,1.0,1.1
Cc1cccc(C(=O)Nc2sc(C)c(-c3ccccc3)c2C#N)c1,5.1,-0.1,-1.7,21.9,5.8,1.6,2.5,1.9,-20.4
NNC(=O)CCS(=O)(=O)c1ccc2ccccc2c1,-5.2,0.1,-11.8,-3.4,-9.6,-8.6,2.5,2.7,16.3
O=c1nc2c(-c3cccc(Br)c3)n[nH]n2c2ccccc12,6.9,-0.1,-5.9,0.1,-1.7,-4.0,2.4,-3.0,4.8
C/C(=N\NC(=O)c1csc(C)c1C)c1ccc(C)s1,-18.0,0.2,-0.8,-0.3,-3.9,3.8,1.1,-1.5,-6.8
C/C(=N\NC(=O)c1[nH]c2c([N+](=O)[O-])cc(C)cc2c1-c1ccccc1)c1cccnc1,12.3,-0.2,-3.1,18.9,2.1,0.5,-3.8,-0.5,7.5
CCC1CCCCN1CCCNC(=O)C1CCC(=O)N1Cc1ccc(C)cc1 (stereo unspecified),8.9,0.0,3.9,-0.6,-4.6,0.8,-3.1,-1.6,-1.8
Cc1nc(SCC(=O)NCCc2ccccc2)c2oc3ccccc3c2n1,5.8,-0.3,5.2,-1.9,-0.3,0.2,-3.6,-0.9,13.5
CCN(C(=O)/C=C/c1cc(OC)c(OC)c(OC)c1)C1CCCCC1,1.4,0.0,-4.8,-2.7,12.7,1.7,2.3,1.8,-4.2
O=C(c1ccc(NS(=O)(=O)c2cccs2)cc1)N1CCCCC1,-2.6,-0.4,4.6,-1.6,-2.6,-3.4,-1.6,0.9,8.5
Clc1ccc(SCCn2ccnc2)cc1,3.3,0.1,-3.7,-1.6,-0.3,-3.9,-3.8,0.7,-13.6
C=CCOc1cccc(C2C(C(=O)c3ccco3)=C(O)C(=O)N2CCN(CC)CC)c1 (stereo unspecified),-8.5,-0.1,-8.5,-0.2,-1.4,-2.9,-2.0,0.1,22.0
c1ccc(CN2CCC(N3CCC(N4CCCCCC4)CC3)CC2)cc1,4.6,0.0,0.6,8.9,9.5,0.0,-1.1,2.7,3.8
COc1ccc(Cc2nc(-c3ccccn3)no2)cc1OC,5.5,0.1,9.3,-7.5,-2.5,0.0,48.4*,-2.7,-11.5
O=C(CNC(=O)C1CCCCC1)OCC(=O)c1cccc(Cl)c1,6.0,0.0,3.4,/,/,/,/,/,-1.9
C=CCNC(=O)c1cc2sccc2n1C,0.3,0.6,5.8,1.3,-1.3,-2.3,3.2,2.8,-3.2
O=[N+]([O-])c1ccc(COc2ccccc2/C=N/O)cc1,8.7,0.0,0.2,3.8,-1.9,-1.1,0.8,0.1,6.6
CC(C)CNC(=O)N[C@@H](CC(C)C)C(=O)O,1.9,0.2,-1.4,1.4,2.5,-1.0,0.4,0.0,1.7

# One compound at a time (already shown). Screens in order: proCasp7 act, Efflux pump mplx, procasp3 activ, HCV core dimer, PP1 inh, CTSL1 counter, TPT1 inh, PP5 inh, JMJD2C inh
# `O=C(CNC(=O)C1CCCCC1)OCC(=O)c1cccc(Cl)c1` is listed with 6.0, 0.0, 3.4, /, /, /, /, /, -1.9
# `Clc1ccc(SCCn2ccnc2)cc1` is listed with 3.3, 0.1, -3.7, -1.6, -0.3, -3.9, -3.8, 0.7, -13.6
